From PubChem
A549 tox = kills or reduces viability of A549 cells in Nrf2 counter-screen; A549 ARE-Fluc cells, CellTiter-Fluor viability, 18-24 h; Potency, µM (top dose mostly 46 µM), for the others: at the top dose activity change, negative = cytotoxicity, actives largely listed as inhibitors; 390,000 compounds, 0.16% hits; further: potency means the concentration at half of the fitted maximal effect; on the % scale 0 is the no-effect control and ±100 the full control effect
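A549 ARE-Fluc cells in 5% FBS OPTI-MEM, 5000 cells/well, rested 2 h then exposed to compounds in concentration-response for 18-24 h at 37 °C. Viability by CellTiter-Fluor fluorescence (Ex 405/Em 525) after 30 min; luciferase luminescence (BugLite, 15 min, RT) read afterwards.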
CCT chaperon mod = modulators of cytosolic chaperonin (CCT/TRiC) activity. AID 651819. purified chaperonin ATPase assay, HTRF ADP detection, 30 min. activity change, % (concentration not given with the values), hits read low. 360,000 compounds, 0.3% hits; in the data active means activity change below about -30%; further: on the % scale 0 is the no-effect control and ±100 the full control effect
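ATPase activity: ADP formed was measured by HTRF Transcreener (665/615 nm ratio) after 30 min at 37 deg C with 10 uM ATP. Compounds screened at one 76 uM concentration against 40 or 20 nM TRiC in Tris pH 7.4/KCl/MgCl2/DTT buffer.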
HepG2 viability = kills HepG2 cells in TGF-b inhibitor counter-screen | HepG2 CAGA-GFP viability, ATP luminescence, 18 h | 410,000 compounds, 0.76% hits | Potency, µM (series often up to 46.1 µM), for the others: top-dose activity change, negative = cytotoxicity, usual class: cytotoxic; further: potency means the concentration at half of the fitted maximal effect; some results filed as inactive show a strong effect at the top dose
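HepG2 CAGA-GFP cells (1000/well, DMEM with 1% FBS) received compound, then TGF-beta at 500 pg/mL final, and were incubated 18 hours at 37 degrees C. Viability was read by CellTiter-Glo luminescence. Media-only wells were set as complete cell-killing and DMSO as no toxicity.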
Nrf2 inh = inhibitors of Nrf2 signaling; A549 ARE-Fluc reporter, luciferase luminescence, 18-24 h; 360,000 compounds, 2.1% hits; Potency, µM (doses to about 46 µM), inactives show at the top dose activity change, negative = inhibition, actives largely listed as inhibitors; further: potency means the concentration at half of the fitted maximal effect; on the % scale 0 is the no-effect control and ±100 the full control effect; nearly all actives have a fitted effect of over 60% in size
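Cells were seeded and rested 2 h, then exposed to compounds for 18-24 h. CellTiter-Fluor was read first as a viability measure. BugLite was added 15 min before the final luminescent read of ARE-luciferase activity in A549 cells.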
S2 tox = cell viability loss in ATXN counter-screen. S2 cells (HEK-293 line with an ATXN2-luciferase reporter) viability, CellTiter-Fluor protease fluorescence, 24 h. Potency, µM (doses to about 56.7 µM), usual class: cytotoxic. 400,000 compounds, 0.49% hits; further: potency means the concentration at half of the fitted maximal effect; nearly all actives have a fitted effect of over 40% in size
pAkt inh = Akt phosphorylation inhibition. Neuro2A IGF-stimulated pAkt S473 HTRF, 20 min; stronger effect = lower value. activity change, % for hits at 50 µM. 360,000 compounds, 0.32% hits. AID 651550; in the data active means activity change below about -80%; inconclusive means mostly about -51% to -80%; further: on the % scale 0 is the no-effect control and ±100 the full control effect
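Neuro2A cells (4,500/well, DMEM with 0.5% FBS) were treated with compound at a single 50 µM final concentration, stimulated with 6 nM IGF for 20 min at 37 °C, and lysed. Phospho-Akt Ser473 was read by HTRF as 665/615 ratio ×10^4.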
Nrf2 ARE act = Nrf2 pathway activation | Potency, µM (series often up to 46.1 µM), without a hit: at the top dose activation, hits mostly activators | AREc32 ARE-luciferase reporter (MCF7-derived line), luminescence, 24 h | 410,000 compounds, 0.31% hits; further: potency means the concentration at half of the fitted maximal effect; % of control where 0% means no effect; nearly all actives have a fitted effect of over 65% in size
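Luciferase luminescence (Steady-Glo, 30 min at room temperature) served as the read-out of ARE activation in AREc32 cells treated with compounds for 24 hr at 37 deg C.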
MmCpn inh = inhibitors of Methanococcus maripaludis chaperonin (MmCpn) | purified Mm-Cpn ATPase, ADP Transcreener TR-FRET | Potency, µM (series often up to 76.9 µM), inactives show top-dose activity, negative = inhibition, hits mostly inhibitors | 330,000 compounds, 0.031% hits | AID 504842; further: potency means the concentration at half of the fitted maximal effect; on the % scale 0 is the no-effect control and ±100 the full control effect; nearly all actives have a fitted effect of over 80% in size
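ATPase read-out: TR-FRET ADP immunoassay (anti-ADP Eu cryptate vs ADP-d2), ex 320 nm, em 590/665 nm; signal drops as ADP forms. Enzyme 25 nM, ATP 10 uM, 30 min at 37°C after 10 min compound preincubation.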
TGFb SMAD3 inh = TGF-b pathway inhibition; 410,000 compounds, 1.2% hits; HepG2 CAGA-GFP TGF-b/SMAD3 reporter, GFP fluorescence, 18 h; TGF-beta stimulated, 500 pg/mL final; Potency, µM (top dose mostly 46.1 µM), without a hit: at the highest dose activity, negative = inhibition, actives largely listed as inhibitors; AID 588855; further: potency means the concentration at half of the fitted maximal effect; on the % scale 0 is the no-effect control and ±100 the full control effect; nearly all actives have a fitted effect of over 65% in size
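Using HEPG2 CAGA-GFP reporter cells at 1000 cells/well, we pinned test compounds, stimulated with recombinant TGF-beta (500 pg/mL final) and measured total well GFP after 18 h.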
* = called active by the depositor; i = inactive; ? = inconclusive; nt = not tested or not shown; & = joins results of further samples. Unless noted, the call rests on the fitted dose curve; in most records, active means well fitted curve in the direction sought with a large enough effect; inconclusive means small, poorly fitted or top-dose-only effect, or another doubt; inactive means no such curve, though single readings can be large; an effect the other way counts as inactive or inconclusive. An unsorted share of the library. Share with any hit: about 4.4%.

smiles	A549 tox	CCT chaperon mod	HepG2 viability	Nrf2 inh	S2 tox	pAkt inh	Nrf2 ARE act	MmCpn inh	TGFb SMAD3 inh
CC(C)(CC(=O)O)CC(=O)NCc1c(Cl)cccc1Oc1ccccc1	-5%	2.2	33%	?	i	i	-0.5%	-1%	-13%
CS(=O)(=O)N(CC(=O)NC1CCCCC1)Cc1ccc(Cl)cc1	-3%	0.3	-9%	10%	i	i	0.1%	2%	4%
COc1ccccc1NC(=O)CN1CCSc2ccccc21	2%	1.4	-29%	-3%	i	i	0.1%	-2%	6%
O=C(O)CCCN1C(=O)C(=O)/C(=C(/O)c2ccccc2)C1/C=C/c1ccccc1 (stereo not drawn)	1%	1.0	-10%	1%	i	i	2.3%	3%	2%
O=C(/C=C\c1ccccc1)Nc1ccc(NC(=O)c2ccco2)cc1	-4%	-0.9	14%	-3%	?	i	1.9%	0%	16%
O=C(c1cc(F)ccc1F)N1CCC(N2CCC(C(=O)N3CCCC3)CC2)CC1	1%	2.8	9%	13%	i	i	0.3%	2%	5%
COc1ccccc1Nc1nc(N)nc(CN2CCN(Cc3ccc4c(c3)OCO4)CC2)n1	4%	-0.3	-66%	19%	i	i	0.5%	1%	-30%
CCN1c2ccccc2-c2nc3ccccc3n2C1c1cccs1 (stereo not drawn)	-5%	-4.5	-31%	-25%	i	i	5.6%	-16%	?

(cont.)
smiles	A549 tox	CCT chaperon mod	HepG2 viability	Nrf2 inh	S2 tox	pAkt inh	Nrf2 ARE act	MmCpn inh	TGFb SMAD3 inh
COc1ccc(-c2cc3nc(-c4ccccc4)cc(N4CCN(C(=O)c5ccsc5)CC4)n3n2)cc1	nt	-1.6	-2%	nt	i	i	2.3%	nt	0%
O=CN1CCN(C(=S)Nc2ccc(OC(F)F)cc2)CC1	16%	1.1	26%	5%	i	i	0.2%	2%	11%
O=C(Cc1ccc(Br)cc1)NC1CCN(Cc2ccccc2)CC1	?	-1.8	-20%	?	i	i	-0.6%	-4%	5%
CC(C(=O)OCC(=O)c1ccc([N+](=O)[O-])cc1)N1C(=O)C2C3CCC(C3)C2C1=O (stereo not drawn)	4%	1.4	1%	-5%	i	i	3.5%	0%	24%
COc1cc(O)c(CCC(=O)c2cc(OC)c(OC)c(OC)c2)c(OC)c1	1%	-0.8	3%	-2%	?	i	0.0%	1%	-14%
CCn1nnc(NC(=O)COc2ccc(C3CCCCC3)cc2)n1	-2%	-2.8	0%	nt	i	i	-0.4%	-2%	-2%
CC(NC(=O)Cc1cccs1)C(c1cccs1)N1CCOCC1 (stereo not drawn)	3%	0.0	40%	3%	i	i	2.6%	-10%	-2%
CC1CCN(CC(=O)Nc2ccccc2C(=O)c2ccccc2)CC1	0%	-4.3	-16%	?	i	i	-1.0%	-3%	-6%

Following part.
smiles	A549 tox	CCT chaperon mod	HepG2 viability	Nrf2 inh	S2 tox	pAkt inh	Nrf2 ARE act	MmCpn inh	TGFb SMAD3 inh
O=S(=O)(c1ccc(S(=O)(=O)N(Cc2ccccc2)Cc2ccco2)cc1)N1CCCC1	-9%	2.2	-16%	-12%	?	i	-0.7%	nt	-8%
COC(=O)C1=C(O)/C(=C\c2ccc(OCC(=O)Nc3ccc(OC)cc3)cc2)N=C1C	2%	-1.5	6%	5%	i	i	0.0%	1%	-7%
Cc1ccc(C(=O)NC(C)c2ccc(C)c(C)c2)s1 (stereo not drawn)	-5%	0.3	17%	?	i	i	0.1%	nt	3%
CCCCCN(C(=O)CCC(=O)OCC(=O)N1CCCCC1CC)c1c(N)n(CCCC)c(=O)[nH]c1=O (stereo not drawn)	0%	-4.5	-2%	2%	?	i	-0.1%	nt	-12%
C[C@H](O)[C@@H]1C(=O)N2CCc3ccc(N4CCOCC4)cc3[C@@H]2C[C@@H]1N(C)C(=O)Nc1ccccc1	-9%	-0.9	-4%	3%	i	i	0.3%	nt	-3%
CC(C(=O)NCCc1nc2ccccc2[nH]1)n1cc([N+](=O)[O-])cn1 (stereo not drawn)	1%	-1.9	-7%	5%	i	i	-0.6%	-4%	-12%
CC1CCN(c2ccc(NC(=O)c3ccc(Br)o3)cc2)CC1	-11%	-2.0	9%	?	?	i	2.8%	1%	-1%
COc1ccc(C2NN=C(c3c[nH]c4ccccc34)C2O)cc1 (stereo not drawn)	-2%	-1.5	-25%	-8%	i	i	17%	-1%	?

In a second layout: entries from further up
Sequence of screens – A549 tox	CCT chaperon mod	HepG2 viability	Nrf2 inh	S2 tox	pAkt inh	Nrf2 ARE act	MmCpn inh	TGFb SMAD3 inh
O=C(c1cc(F)ccc1F)N1CCC(N2CCC(C(=O)N3CCCC3)CC2)CC1
    1%	2.8	9%	13%	i	i	0.3%	2%	5%
COc1ccccc1Nc1nc(N)nc(CN2CCN(Cc3ccc4c(c3)OCO4)CC2)n1
    4%	-0.3	-66%	19%	i	i	0.5%	1%	-30%
CCN1c2ccccc2-c2nc3ccccc3n2C1c1cccs1 (stereo not drawn)
    -5%	-4.5	-31%	-25%	i	i	5.6%	-16%	?

(listing goes on)
smiles	A549 tox	CCT chaperon mod	HepG2 viability	Nrf2 inh	S2 tox	pAkt inh	Nrf2 ARE act	MmCpn inh	TGFb SMAD3 inh
CCOC(=O)c1c(NC(=O)c2c(C(=O)O)cccc2[N+](=O)[O-])sc(C)c1C	2%	-2.8	-6%	12%	i	i	0.0%	-3%	2%
Cc1cc(NC(=O)NC(=O)c2ccccc2F)no1	7%	-3.1	0%	5%	i	i	5.2%	-4%	-10%
COc1cc2oc(=O)cc(-c3ccc(-c4ccc(OC(F)(F)F)cc4)cc3)c2c(OC)c1OC	-2%	0.2	-27%	11%	i	i	-1.1%	-1%	?
C[C@@H]1C=C(C(=O)NC2CC2)O[C@H](OCc2ccc(CO)cc2)C1	-2%	-2.2	-8%	3%	i	i	0.3%	0%	-3%
O=C(c1cc(F)ccc1F)C1CCCN(C(=O)c2ccc(F)cc2Cl)C1 (stereo not drawn)	4%	1.3	5%	?	i	i	-0.8%	-7%	-19%
Cc1nn(Cc2ccc(Cl)c(Cl)c2)c(C)c1NC(=O)c1cn(-c2ccccc2)nc1-c1ccccc1	?	-0.6	4%	?	i	i	-0.6%	1%	-12%
COc1ccc(C(=O)NCC(c2cccnc2)N2CCN(c3ccc(F)cc3)CC2)cc1OC (stereo not drawn)	-8%	1.8	-13%	-9%	i	i	-0.5%	1%	7%
CC[C@@H]1C(c2ccccc2)=NN(c2ccccc2)[C@H]1C(=O)N1CCOC1=O	0%	0.3	-20%	1%	nt	i	6.3%	?	?

The results go on:
smiles	A549 tox	CCT chaperon mod	HepG2 viability	Nrf2 inh	S2 tox	pAkt inh	Nrf2 ARE act	MmCpn inh	TGFb SMAD3 inh
CCC(c1nnc(SCC(=O)Nc2ccc(C(N)=O)cc2)n1Cc1ccccc1)N(C)C (stereo not drawn)	-3%	-0.6	15%	-8%	?	i	-0.4%	2%	-8%
COc1ccc(/C=C/C(=O)Nc2ccc(-c3nnc4n3CCCCC4)cc2)c(OC)c1	10%	-0.4	6%	?	i	i	0.4%	1%	-2%
CCCS(=O)(=O)NC(=O)C1(C)CCCN(C(=O)c2cccc(OC(F)(F)F)c2)C1 (stereo not drawn)	nt	0.6	-3%	nt	i	i	0.1%	nt	-4%
COc1oc(-c2ccccc2)nc1C(F)(F)F	1%	2.8	5%	3%	i	i	-0.3%	1%	0%
CC(C)C(NC(=O)c1ccco1)C(=O)OCC(=O)c1ccccc1 (stereo not drawn)	-2%	-5.1	-2%	4%	i	i	4.6%	-1%	-22%
COc1cc(CC(=O)NNC(=O)c2cc(C)oc2C)cc(OC)c1OC	5%	-0.6	10%	0%	i	i	-0.8%	0%	-21%
C/C(=N\NC(=O)c1ccc(F)cc1)c1ccc(NC(=O)Cc2ccccc2)cc1	-5%	1.5	0%	20%	i	i	-0.1%	1%	2%
C[C@@H]1CN([C@H](C)CO)C(=O)CCCn2nncc2CO[C@@H]1CN(C)S(=O)(=O)c1ccc(F)cc1	nt	-2.2	-37%	nt	i	i	-0.3%	nt	1%

Next structures.
smiles	A549 tox	CCT chaperon mod	HepG2 viability	Nrf2 inh	S2 tox	pAkt inh	Nrf2 ARE act	MmCpn inh	TGFb SMAD3 inh
O=C(NCCOc1cccc2cccnc12)c1cccs1	2%	0.4	-2%	?	i	i	0.0%	-4%	0%
Cc1ccc(-c2csc(Cc3nc(-c4ccc5c(c4)CCC(=O)N5)cs3)n2)cc1	-5%	1.3	-10%	?	i	i	3.5%	-3%	-19%
COc1cc(-c2nnc(COC(=O)c3ccc(C)o3)o2)cc(OC)c1OC	12%	1.1	5%	-5%	i	i	0.6%	0%	7%
COc1ccc(S(=O)(=O)NCC2CCCN(Cc3cccc(C(C)=O)c3)C2)cc1 (stereo not drawn)	5%	-28	-11%	9%	i	i	-0.6%	0%	1%
COC(=O)C1=C(SC)N(c2ccc(OC)cc2)C(c2ccccc2)CC1=O (stereo not drawn)	-8%	1.0	4%	7%	i	i	0.3%	1%	-2%
CCC(C)N1CCCC1C(=O)Nc1c(C)cc(C)cc1C (stereo not drawn)	-5%	-3.2	2%	4%	i	i	-0.4%	-2%	11%
COC(=O)CCC(=O)OC1(C)C(=O)C=C2C=C(C3CC3)N(C3CCCCC3)C=C2C1=O (stereo not drawn)	-7%	-0.5	0%	1%	i	i	0.4%	2%	?
COc1cc(-c2noc(C)c2C(=O)NCCO)cc(OC)c1OC	0%	2.2	-5%&0%	23%	i	i	1.8%	-1%	-11%&14%
COC(=O)c1cccc(Nc2ncnc3sccc23)c1	0%	-2.1	7%	-8%	i	i	0.3%	?	19%
O=C(N/N=C/c1cc(Br)cc(Cl)c1O)c1ccc2c(c1)OCO2	-6%	-1.0	-64%	?	i	i	0.1%	nt	?
CCOCCn1c(COc2ccc(C)cc2)nc2ccccc21	-2%	-2.4	-18%	?	i	i	2.7%	1%	-25%
